High-throughput results as filed in PubChem.
GBA activity up: GBA activity enhancers in patient fibroblasts, primary screen, cell-based; Lysosomal acid glucosylceramidase (Homo sapiens), P04062; hit rate 0.44% among 30,000; activation, % at 10 µM; AID 784, 2007; L444P Gaucher fibroblasts, 4-MU-glucoside fluorescence, 3 days; in the data active = activation above about 65%;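 note: 0% = vehicle wells and 100% = positive control wells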
Target sequence (P04062 whole entry L483P): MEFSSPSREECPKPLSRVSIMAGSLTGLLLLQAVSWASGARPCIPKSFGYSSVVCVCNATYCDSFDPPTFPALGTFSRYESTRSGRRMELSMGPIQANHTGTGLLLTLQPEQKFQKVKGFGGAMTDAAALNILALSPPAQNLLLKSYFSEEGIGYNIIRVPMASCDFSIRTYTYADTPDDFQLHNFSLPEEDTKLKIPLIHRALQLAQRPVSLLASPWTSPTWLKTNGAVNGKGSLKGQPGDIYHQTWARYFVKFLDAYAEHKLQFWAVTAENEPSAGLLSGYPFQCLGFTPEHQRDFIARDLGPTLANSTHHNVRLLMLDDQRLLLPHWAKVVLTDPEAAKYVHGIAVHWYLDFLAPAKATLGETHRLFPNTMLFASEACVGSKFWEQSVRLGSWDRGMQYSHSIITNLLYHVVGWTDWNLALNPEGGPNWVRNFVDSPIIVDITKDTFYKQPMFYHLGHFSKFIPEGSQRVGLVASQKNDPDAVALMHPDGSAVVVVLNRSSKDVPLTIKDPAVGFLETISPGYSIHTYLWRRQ
Active calls of the source: *. Some of the compounds tested. The share of hits here may be higher or lower than overall.

canonical_smiles,GBA activity up
Cc1cc(N2C(=O)CC(N3CCC(n4c(=O)[nH]c5ccccc54)CC3)C2=O)no1 (stereo unspecified),4
COc1ccc(N=C(C)c2c(O)n(C3CCCCC3)c(=O)[nH]c2=O)c(OC)c1,-19
CCCCn1c(N)c(C(=O)OCC2CCCO2)c2nc3ccccc3nc21 (stereo unspecified),5
CCOC(=O)N(C)c1ccc(C(O)(C(=O)OCC)C(F)(F)F)cc1 (stereo unspecified),-15
O=C(O)Cn1cc(C(=O)c2ccccc2)c2ccccc21,-13
C(#CCN1CCOCC1)COCC#Cc1ccccc1,25
OC1(c2ccc(F)cc2)CC2CCC(C1)N2Cc1nnnn1C1CCCCC1 (stereo unspecified),13
CCN(CC)CCCN=C(C)c1c(O)n(C2CCCCC2)c(=O)[nH]c1=O,-17
CC1CC2(O)c3no[n+]([O-])c3CCC2N1O (stereo unspecified),6
Cc1ccc(N2C(=O)NC(=O)C3(Cc4ccccc4N4CCN(c5ccccc5)CC43)C2=O)cc1 (stereo unspecified),16
Cc1cc(C)n2nc(C)[n+](C)c2n1,3
C[C@H]1CCCC(=O)CCCCCc2cc(O)cc(O)c2C(=O)O1,-30
CCOC(=O)c1c(C)n(CCOC)c2ccc(O)cc12,-7
Cc1ccc(CS(=O)(=O)CCC(=O)N2CCC3(CC2)OCCO3)cc1,-44
O=C1C2CCCN2C(c2ccc(Cl)c(Cl)c2)N1c1ccccn1 (stereo unspecified),9
CN(C)c1ccc(P(=S)(N(C)C)N(C)C)cc1,1
CC(=O)c1ccccc1NC(=O)C1C2CCC(O2)C1C(=O)O (stereo unspecified),-13
CC(N)C(=O)c1ccco1 (stereo unspecified),12
COc1ccc(-c2nc(CS(=O)CC(=O)N3CCC4(CC3)OCCO4)c(C)o2)cc1 (stereo unspecified),48
C[N+]12CCC(CC1)C(C#N)(N1CCOCC1)C2 (stereo unspecified),-34
CCOCCCNC(=O)CN1C2CCC1CC(O)(c1ccc(OC)cc1)C2 (stereo unspecified),6
COc1ccccc1-n1c(-c2ccoc2)nc2ccccc2c1=O,-28
CC(=NCCCO)c1c(O)n(Cc2ccccc2)c(=O)[nH]c1=O,-9
OC(COCc1ccc(Cl)cc1)CN1CC=C(c2ccccc2)CC1 (stereo unspecified),-24

14 successive records from above, quoted:
canonical_smiles,GBA activity up
Cc1cc(C)n2nc(C)[n+](C)c2n1,3
C[C@H]1CCCC(=O)CCCCCc2cc(O)cc(O)c2C(=O)O1,-30
CCOC(=O)c1c(C)n(CCOC)c2ccc(O)cc12,-7
Cc1ccc(CS(=O)(=O)CCC(=O)N2CCC3(CC2)OCCO3)cc1,-44
O=C1C2CCCN2C(c2ccc(Cl)c(Cl)c2)N1c1ccccn1 (stereo unspecified),9
CN(C)c1ccc(P(=S)(N(C)C)N(C)C)cc1,1
CC(=O)c1ccccc1NC(=O)C1C2CCC(O2)C1C(=O)O (stereo unspecified),-13
CC(N)C(=O)c1ccco1 (stereo unspecified),12
COc1ccc(-c2nc(CS(=O)CC(=O)N3CCC4(CC3)OCCO4)c(C)o2)cc1 (stereo unspecified),48
C[N+]12CCC(CC1)C(C#N)(N1CCOCC1)C2 (stereo unspecified),-34
CCOCCCNC(=O)CN1C2CCC1CC(O)(c1ccc(OC)cc1)C2 (stereo unspecified),6
COc1ccccc1-n1c(-c2ccoc2)nc2ccccc2c1=O,-28
CC(=NCCCO)c1c(O)n(Cc2ccccc2)c(=O)[nH]c1=O,-9
OC(COCc1ccc(Cl)cc1)CN1CC=C(c2ccccc2)CC1 (stereo unspecified),-24

Later entries.
canonical_smiles,GBA activity up
CCOc1ccc(-c2cc(C(=O)N3CCC4(CC3)OCCO4)c3ccccc3n2)cc1,-5
Cc1ccc(P(=S)(c2ccc(C)o2)N2CCOCC2)o1,-7
CC12CNCC(C)(CNC1)C2O (stereo unspecified),0
CCC1(CC)C(=O)NC(=NCCc2c[nH]c3ccccc23)NC1=O,-26
CC[N+]1(C)CCCC(OC(=O)C(O)(c2ccccc2)c2ccccc2)C1 (stereo unspecified),-34
COc1ccc2c(c1OC)C(=O)OC2c1c(O)n(Cc2ccc(F)cc2)c(=O)[nH]c1=O (stereo unspecified),-7
Cc1c(C(=O)N2CCC3(CC2)OCCO3)oc2ccc(S(=O)(=O)N3CCOCC3)cc12,-16
COc1ccc(CCn2c(O)c(C=NCc3ccc4c(c3)OCO4)c(=O)[nH]c2=O)cc1OC,9
Cc1ccc(S(=O)(=O)Nc2cc(C(=O)N3CCC4(CC3)OCCO4)ccc2N2CCCCC2)cc1,4
NC(=O)CN1CC(c2ccccc2)CC1=O (stereo unspecified),-4
Nc1c(C(=O)OCC2CCCO2)c2nc3ccccc3nc2n1Cc1cccs1 (stereo unspecified),15
Cc1cc(C(=O)N2CCC3(CC2)OCCO3)cs1,-9
c1ccc(C2=NP(N3CCOCC3)(N3CCOCC3)=NC(N3CCOCC3)=N2)cc1,12
C=CCOC(=O)COc1cc(C)cc2oc(=O)c3c(c12)CCC3,-8
O=C(c1ccc(CNS(=O)(=O)c2ccccc2)cc1)N1CCC2(CC1)OCCO2,1
Cc1[nH]c2c(Cl)cccc2c1CCN,-23
Fc1ccc2c(c1)nnn2C1CCN(Cc2ccccc2)CC1,-19
N=C1C(c2ccccc2)=C(O)CN1Cc1ccco1,-15
CC12CCC(=O)C=C1CCC1C2CCC2(C)C(O)CCC12 (stereo unspecified),-1
C=Cn1ccnc1P(=S)(c1c(C)nn(-c2ccccc2)c1C)c1nccn1C=C,-39
CC(CCc1ccccc1)NC(C)C(O)c1ccc(O)cc1 (stereo unspecified),-41
Clc1ccc(COC(Cn2ccnc2)c2ccc(Cl)cc2Cl)c(Cl)c1 (stereo unspecified),16
CCCOC(=O)COc1cc(C)cc2oc(=O)c3c(c12)CCC3,-6
Cc1ccc2c(c1)CC1(CN2C)C(=O)NC(=O)N(c2cccc(C)c2C)C1=O (stereo unspecified),-12
CC1CCN2c3nc4ccccn4c(=O)c3CC3(C(=O)N(C)C(=O)N(C)C3=O)C2C1 (stereo unspecified),-16
COc1cc2[nH]c(=O)n(-c3ccccc3)c(=O)c2cc1OC,-5
O=C(c1ccc2nc3ccc(Cl)cc3c(=O)n2c1)N1CCC2(CC1)OCCO2,-2
C=CCN1C(=O)NC(=O)C(Cc2ccc(OC)c(OC)c2)C1=O (stereo unspecified),-9
CCOc1cc(C2NCc3ccccc3-n3cccc32)ccc1O (stereo unspecified),-44
CCc1sc(C(=O)N2CCC3(CC2)OCCO3)cc1Br,-10
CNCC(O)c1ccc(O)cc1 (stereo unspecified),-23
O=C1c2ccccc2C(=O)N1Cc1nc2ccccc2c(=O)n1-c1ccccn1,-17
O=c1c2cc(Cl)cc(Cl)c2nc(CN2CCOCC2)n1-c1ccccc1F,-16
COCCOC(=O)c1c(N)n(Cc2ccc(OC)cc2)c2nc3ccccc3nc12,-2
CCN(CC)CCN=Cc1c(O)n(CCC2=CCCCC2)c(=O)[nH]c1=O,-8
CCOC(=O)C1=C(N)OC2=C(C(=O)CCC2)C12C(=O)N1c3c(ccc(C)c32)C(C)=CC1(C)C (stereo unspecified),-37
CCCCCn1c(N)c(C(=O)NCCN2CCOCC2)c2nc3ccccc3nc21,1
CC1(C)CN=C(Nc2ccccc2C(F)(F)F)S1,4
FC(F)(F)c1ccc2c(c1)NP(=S)(N1CCOCC1)c1nccn1-2 (stereo unspecified),-26
CCNc1ccc(P(=S)(N(C)C)N(C)C)cc1,-34
O=S1(=O)CC2(N3CCOCC3)CCCCCCC21 (stereo unspecified),23
C[C@H]1OC[C@@H](C[N+](C)(C)C)O1,-9
CCOC(=O)C(O)(c1ccc(N(CC)C(=O)OC)cc1)C(F)(F)F (stereo unspecified),-4
CCOC(=O)C1=C(C)OC(N)=C(C(=O)OC)C12C(=O)Nc1ccc(Br)cc12 (stereo unspecified),0
C[C@H]1CCC[C@@H](O)CCC/C=C/c2cc(O)cc(O)c2C(=O)O1,-21
O=C1C2CCCN2C(c2cccnc2)N1c1nccs1 (stereo unspecified),4
CCOC(=O)C1C(=O)NC2(C)CC1c1cc(OC)ccc1O2 (stereo unspecified),-9
O=C(Cn1c2c(c(-c3ccccc3Cl)cc1=O)CCC2)N1CCC2(CC1)OCCO2,-28
CC(=NCCC1=CCCCC1)c1c(O)n(C)c(=O)n(C)c1=O,-3
CCC(=NCc1ccco1)c1c(O)[nH]c(=O)[nH]c1=O,-23
Cc1[nH]c2c(C(F)(F)F)cccc2c1CCN,-16
Cc1ccc(S(=O)(=O)N2CCC(C(=O)N3CCC4(CC3)OCCO4)CC2)cc1,-20
O=C(C1c2ccccc2C(=O)N2CCc3ccccc3C12)N1CCC2(CC1)OCCO2 (stereo unspecified),-17
CC(C)NS(=O)(=O)c1ccc(OCC(=O)N2CCN(Cc3ccccc3)CC2)c(Cl)c1,-127
O=C1CC(C(=O)N2CCC3(CC2)OCCO3)CN1CCc1ccccc1 (stereo unspecified),-16
CCCn1nc2ccccc2c1P(=O)(N1CCOCC1)N1CCOCC1,-21

The list continues.
canonical_smiles,GBA activity up
Cc1cccc(N2C(=O)NC(=O)C3(Cc4cc(C)ccc4N(C)C3)C2=O)c1 (stereo unspecified),-38
N=Cc1c(O)n(-c2cccc(Cl)c2)c(=O)[nH]c1=O,15
CC(=NCCCN1CCCCC1)c1c(O)n(Cc2ccccc2)c(=O)[nH]c1=O,-6
O=C(c1csc2c1CCCCC2)N1CCC2(CC1)OCCO2,-19
CSC1=NP(=S)(SC)N2CCCC2=C1C#N (stereo unspecified),-45
O=C(NC1(C(F)(F)F)Oc2ccc(Cl)cc2O1)N1CCC2(CC1)OCCO2 (stereo unspecified),-5
O=c1c2ccccc2[se]n1-c1ccccc1,-73
O=C(C1CCCN(S(=O)(=O)c2cccc3nsnc23)C1)N1CCC2(CC1)OCCO2 (stereo unspecified),-4
O=C(Cn1ncc2c3ccccc3n(Cc3cccc(Cl)c3)c2c1=O)N1CCC2(CC1)OCCO2,-17
CN(C)[C@@H]1C(=O)C(C(N)=O)=C(O)[C@@]2(O)C(=O)C3=C(O)c4c(O)ccc(Cl)c4[C@@](C)(O)C3C[C@@H]12 (stereo partly specified),-28
CCOC(=O)C1=C(N)OC(C)=C(C(=O)OCCOC)C12C(=O)Nc1ccccc12 (stereo unspecified),-12
O=C(Cn1cc(C(=O)c2ccccc2F)c2ccccc21)NCc1ccco1,-48
C[N+]1(C)CCc2cc3c(cc2[C@H]1[C@@H]1OC(=O)c2c1ccc1c2OCO1)OCO3,-15
C=COCCn1c(C)c(C(=O)OCC)c2cc(O)ccc21,-11
CN(CC1COc2ccccc2O1)c1nc(-c2cccnc2)nc2ccccc12 (stereo unspecified),62
O=C(Cn1cnc2sc3c(c2c1=O)CCCC3)NCCC(=O)N1CCC2(CC1)OCCO2,-9
O=C(CN1C(=O)CCSc2ccccc21)N1CCC2(CC1)OCCO2,0
O=C(Nc1ccccc1OC(=O)N1CCCCC1)N1CCCCC1,-15
CC12CN3C(O)C(C)(C1)CC(C)(C2)C3O (stereo unspecified),16
COc1ccc(N2CCN(CCCN)CC2)cc1,-43
O=C1CC(N2CCC(n3c(=O)[nH]c4ccccc43)CC2)C(=O)N1c1ccc(F)cc1 (stereo unspecified),24
O=C(COc1ccccc1)N1CCN(CC2CC3C=CC2C3)CC1 (stereo unspecified),-23
CN(C)P(=NC(=S)c1cccn1C)(N(C)C)N(C)C,-1
COc1cc(CN2C(=O)NC(=O)C3(Cc4cc(C)ccc4N(C)C3)C2=O)cc(OC)c1 (stereo unspecified),6
Cc1ccc(-c2nc(CS(=O)CC(=O)N3CCC4(CC3)OCCO4)c(C)o2)cc1 (stereo unspecified),-30
COc1cc(/C=N/n2cnnc2)ccc1OC(=O)N(C)C,7
O=C(CCN1CCOCC1)NCC(=O)Nc1ccc(Br)cc1C(=O)c1ccccc1,60
Cc1ccc(Cl)cc1-n1c(O)c(C=NCCCN2CCOCC2)c(=O)[nH]c1=O,-57
CCOC(=O)c1ccc(N2C(=O)CC(N3CCC(C#N)(c4ccccc4)CC3)C2=O)cc1 (stereo unspecified),-3
C=C(C)CSc1nnc([C@@H](N)Cc2c[nH]c3ccccc23)o1,-17
CN(C)CP(=O)(O)CN(C)C=O,16
CCOC(=O)N(c1ccccc1)P1(=S)OCC(C)O1 (stereo unspecified),-27
COc1ccc(C(=O)N2CCCC2=O)cc1,-15
CCOc1ccccc1C1SCC(=O)Nc2c1c(=O)[nH]n2C(CC)CC (stereo unspecified),2
Cc1oc(-c2ccccc2F)nc1CS(=O)CC(=O)N1CCC2(CC1)OCCO2 (stereo unspecified),-17
O=C(c1cc(S(=O)(=O)N2CCOCC2)ccc1F)N1CCC2(CC1)OCCO2,8
COc1ccc2c(c1)CC1(CN2C)C(=O)NC(=O)N(CCc2ccccc2)C1=O (stereo unspecified),-8
Cc1ccc2c(c1)N(CCC(=O)N1CCC3(CC1)OCCO3)C(=O)CO2,-29
CCC(=O)c1cn(Cc2ccccc2C#N)c2ccccc12,-8
Cc1ccc2c(c1)CC1(CN2C)C(=O)NC(=O)N(c2ccc(C)c(C)c2)C1=O (stereo unspecified),-9
CN=C(SCc1cc2c(cc1Cl)OCO2)c1c(O)n(C)c(=O)n(C)c1=O,10
COc1cccc(-n2nc(C(=O)N3CCC4(CC3)OCCO4)c3ccccc3c2=O)c1,-40
[O-][n+]1onc2c1CCC1N(O)CCC21O (stereo unspecified),2
C=CCn1c(O)c(C(C)=NCCCO)c(=O)[nH]c1=O,-27
